# Bioassay records (PubChem BioAssay)
# ST2 IL33 inh: IL1RL1 inhibition; 78,000 tested, 2.3% active; Q01638; inhibition, % for hits at 17 µM; AlphaLISA ST2-Fc/biotin-IL-33 interaction, 1 h; in the data active means inhibition above about 30%; inconclusive means mostly about 10% to 28%
# Target sequence (Q01638 whole entry, looked up): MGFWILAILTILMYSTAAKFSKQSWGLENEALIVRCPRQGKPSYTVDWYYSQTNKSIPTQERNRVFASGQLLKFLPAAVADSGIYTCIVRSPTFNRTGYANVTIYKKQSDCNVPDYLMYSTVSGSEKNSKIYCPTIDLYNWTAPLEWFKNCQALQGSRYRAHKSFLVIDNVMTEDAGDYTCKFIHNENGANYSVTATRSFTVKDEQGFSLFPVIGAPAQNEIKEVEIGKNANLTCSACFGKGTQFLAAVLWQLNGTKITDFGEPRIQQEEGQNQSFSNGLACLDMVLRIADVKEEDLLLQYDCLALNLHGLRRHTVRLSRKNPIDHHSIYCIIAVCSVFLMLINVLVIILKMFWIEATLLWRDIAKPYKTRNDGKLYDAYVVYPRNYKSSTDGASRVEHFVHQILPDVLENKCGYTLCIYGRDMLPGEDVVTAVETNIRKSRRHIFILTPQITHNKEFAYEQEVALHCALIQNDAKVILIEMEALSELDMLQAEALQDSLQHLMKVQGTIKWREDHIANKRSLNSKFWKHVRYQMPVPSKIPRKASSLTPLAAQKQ
# Numbers without * were called inactive; i = inactive; ? = inconclusive. This is a subset; rates above refer to the full screens.
item	Compound	ST2 IL33 inh
1	COc1cccc2cc(C(=O)NC(C)=O)c(=Nc3ccc(C#N)cc3)oc12	?
2	Cc1cccnc1NC(=O)Nc1ccc(Cl)cc1	i
3	O=C(N[C@H]1CO[C@H]2[C@@H]1OC[C@@H]2Nc1nccc(-c2cccs2)n1)C1CCCCC1	?
4	CCCCn1ncc(C)c1NC(=O)c1cccnc1SC	i
5	O=C(CSCc1cccc(Br)c1)Nc1ccccc1Cl	i
6	O=C(NC12CC3CC(CC(C3)C1)C2)c1c(Cl)cccc1Cl	i
7	Cc1ccc(Nc2nc(-c3nnc(-c4cccc(C)c4)o3)nc3ccccc23)cc1	?
8	Cc1ccc(S(=O)(=O)N2CCN(C(=O)CN3CCCC3)C2c2ccccc2)cc1 (centres undefined)	i
9	c1ccc(CCN2CCCC(Cn3ccnc3)C2)cc1 (centres undefined)	?
10	CCn1cnc2cc(NCc3ccc(Cl)cc3Cl)ccc21	i
11	CNC(=O)[C@@H]1C[C@H](N)CN1C(=O)c1ccccc1C(=O)c1ccc(C)cc1	i
12	CCCCn1cnc2cc(NCc3cccc(OC)c3OC)ccc21	i
13	CCC(=O)c1ccc(OCC(=O)N2CCC3(CCCNC3)C2)cc1 (centres undefined)	?
14	O=[N+]([O-])c1ccc(CSc2ncn[nH]2)cc1	i
15	CCOc1cc(C)c(-c2n[nH]c(C)c2Oc2ccccc2)c(O)c1	?
16	Nc1nc2n(n1)C(c1cccc(Cl)c1)CC(c1ccccc1)N2 (centres undefined)	i
17	O=C(c1cc(-c2ccco2)on1)N1CCCCC1	i
18	Cc1ccc(N(CC(=O)Nc2ccccc2C(N)=O)S(=O)(=O)c2ccccc2)cc1C	i
19	O=C1CC2(CCCC2)CC(=O)N1CCCCN1CCN(c2ncccn2)CC1	i
20	O=C(c1cscn1)N1CCC(n2cc(-c3ccc(F)cc3)nn2)CC1	?
21	Cc1cc(C)[n+](C)n1-c1ccccc1	?
22	CCOC(=O)C(C)(C)Sc1nc2c(c(=O)n1-c1ccc(F)cc1)SCC2	i
23	CCCN(CCC)S(=O)(=O)c1ccc(C(=O)Nc2nnc(-c3cccc(OC)c3)o2)cc1	i
24	O=C(NCCCn1ccnc1)c1cc(-c2cccc(Cl)c2)on1	i
25	CC1=C(C(=O)Nc2ccc(C)cn2)C(c2ccc3c(c2)OCO3)C2=C(CCCC2=O)N1 (centres undefined)	i
26	CCCC12CN3CC(CCC)(CN(C1)C3c1ccc(O)c(OC)c1)C2=O (centres undefined)	?
27	CN(Cc1ccc(-n2cccn2)cc1)C(=O)C(=O)c1cccnc1	?
28	CN(CCC(=O)NCC1Cc2cc(-c3cnc4ccccc4c3)cc(F)c2O1)C1CCS(=O)(=O)C1 (centres undefined)	i
29	Cc1cccc(NC(=O)C(O)c2ccccc2)c1 (centres undefined)	i
30	O=C1c2ccccc2C(=O)N1c1ncc(Cc2ccc(Cl)cc2)s1	i

# Excerpt: compounds 12 to 16
item	Compound	ST2 IL33 inh
12	CCCCn1cnc2cc(NCc3cccc(OC)c3OC)ccc21	i
13	CCC(=O)c1ccc(OCC(=O)N2CCC3(CCCNC3)C2)cc1 (centres undefined)	?
14	O=[N+]([O-])c1ccc(CSc2ncn[nH]2)cc1	i
15	CCOc1cc(C)c(-c2n[nH]c(C)c2Oc2ccccc2)c(O)c1	?
16	Nc1nc2n(n1)C(c1cccc(Cl)c1)CC(c1ccccc1)N2 (centres undefined)	i

# Following part:
item	Compound	ST2 IL33 inh
31	NC(N)=Nc1nc(CSCCC(N)=NS(N)(=O)=O)cs1	?
32	CN(C)c1nc2c(c(=O)n(Cc3ccccc3)c(=O)n2C)n1Cc1ccccc1	?
33	N#CC1=C(N)N(c2ccccc2[N+](=O)[O-])C2=C(C(=O)CCC2)C1c1ccsc1 (centres undefined)	i
34	CCc1ccc(OCC(=O)Nc2c(C)cc(C)cc2C)cc1	i
35	CCc1c(C)[nH]c2c1C(=O)C(CN1CCOCC1)CC2 (centres undefined)	?
36	CC(CCO)Nc1nc2c(c(=O)n(C)c(=O)n2C)n1Cc1ccccc1Br (centres undefined)	i
37	COCCCNC1=CC(=O)CC(c2ccccc2)C1 (centres undefined)	i
38	CCNC(=O)[C@@H]1C[C@@H](N)CN1C(=O)Cn1nc(C)c(CC)c1C	i
39	CSc1nc2c(c(=O)[nH]1)C(c1cccc(Br)c1)C1=C(CCCC1=O)N2 (centres undefined)	i
40	CN(C(=O)c1cnn(-c2ccccc2)c1)C1CCCN(C2Cc3ccccc3C2)C1 (centres undefined)	i
41	Cc1cnn(-c2cc(N3CC[C@@H](c4ccc5c(c4)OCO5)[C@H](O)C3)ncn2)c1	i
42	O=C(Nc1ccccc1F)c1ccc2nc(-c3ccco3)c(-c3ccco3)nc2c1	i
43	O=S(=O)(NCc1nc2cccnc2n1Cc1ccc(Cl)cc1)c1ccc(F)cc1	i
44	O=C(CSc1nncc2ccccc12)Nc1ccc2c(c1)OCO2	i
45	C[C@@H]1C(=O)NC2=Nc3cccc(Cl)c3CN21	i
46	COC(=O)C1=C(C)Nc2nc(SC)[nH]c(=O)c2C1c1ccccc1 (centres undefined)	i
47	Brc1ccccc1CN1CCN(c2ccccn2)CC1	i
48	CC(C)(C)c1nc(CN2CCCCC2)cc(CN2CCCCC2)c1O	?
49	Cc1cc2c(cc1O)NC(=O)CC2c1nccs1 (centres undefined)	i
50	O=S(=O)(Nc1c(F)c(F)c(F)c(F)c1F)c1ccccc1	i
51	COc1cc([N+](=O)[O-])ccc1NC(=O)C(c1ccccc1)c1ccccc1	i
52	N#Cc1ccc(NC(=O)CCCn2cnc([N+](=O)[O-])n2)cc1	i
53	COCCCNC(=O)c1cc2cc3cc(OC)ccc3nc2s1	i
54	O=C(Nc1ccc2c(c1)OCO2)c1cc2cc3ccc(Cl)cc3nc2o1	?
55	CNC(=O)c1cc2c(=O)n3cccc(C)c3nc2n(CCCn2ccnc2)c1=N	?
56	C=CCN1C(=O)c2ccccc2Sc2ccc(C(=O)NC3CC3)cc21	i
57	CCC(SC1=Nc2ccccc2C2=NC(Cc3ccccc3)C(=O)N12)C(=O)N1CCOCC1 (centres undefined)	i
58	Cc1ccc(S(=O)(=O)N2CCSC2c2ccc(Br)cc2)cc1[N+](=O)[O-] (centres undefined)	?
59	Fc1ccc(CN2CCc3ccccc3C2)c(F)c1	i
60	O=[N+]([O-])c1ccc(-c2nc(NCc3ccccc3)c3ccccc3n2)cc1	i
61	C=C(C)CC1NC2CC(C)(C)C1c1c(Br)cccc12 (centres undefined)	i
62	COc1ccc(C2Nc3ccccc3C(=O)N2Cc2ccco2)cc1COc1ccc(Cl)cc1 (centres undefined)	?
63	O=C(Nc1ccc(Cl)cc1)Nc1cccc(Cl)c1	i
64	CCNS(=O)(=O)c1cccc2nonc12	?
65	FC(F)(F)c1cc(-c2ccccc2)nc(NC2CCCC2)n1	?
66	CN1CCN2c3ccccc3Cc3ccccc3C2C1 (centres undefined)	?
67	O=C(NCc1ccc(F)cc1)C1CC(=O)N(c2ccc(Cl)cc2)C1 (centres undefined)	i
68	COc1ccc(C2=N/C(=C\c3cccc(F)c3)C(=O)O2)cc1OC	?
69	COCCNC(=O)c1ccc(CS(=O)c2ccccc2OC)o1 (centres undefined)	i
70	COc1ccc(CCNC(=O)/C=C2\Sc3ccccc3NC2=O)cc1OC	?
71	CC(C)C(=O)Nc1cccc(-c2ccn[nH]2)c1	i
72	O=C(O)CSc1cc(Cl)ccc1Cl	i
73	CC1(C(=O)NC2CCCCCC2)CCC(=O)N1Cc1ccc(F)cc1Cl (centres undefined)	?
74	O=C(O)c1nccnc1C(=O)Nc1ccc(Br)cc1	i
75	O=C(O)c1ccc(-c2ncnc3[nH]ccc23)s1	i
76	COc1cc(SC)ccc1C(=O)N1CCN(c2ccccc2F)CC1	i
77	Cc1ccsc1CN(C)C(=O)Nc1nnc(CCN2CCOCC2)s1	i
78	CCOc1ccc(/C=C2\C(=O)NN(c3cccc(Br)c3)C2=O)cc1OCC	i
79	O=C(c1cnn2cc(CCO)cnc12)N1CCOC(C(F)(F)F)C1 (centres undefined)	i
80	Cc1onc(-c2ccccc2Cl)c1C(=O)N1CCN=C1SCc1cccnc1	i
81	NC1=NN=C(c2ccccc2)CS1	i
82	O=C(CCc1nc(-c2ccccc2F)no1)Nc1ccccc1F	?
83	NC(=O)c1cc(Cl)ccc1NC(=O)c1ccc([N+](=O)[O-])cc1	i
84	CCCn1nc(C)c(CNC(=O)C2(c3ccccc3F)CC2)c1C	i
85	CCC(=O)c1ccc(OCC(=O)NCCC2=CCCCC2)c(OC)c1	i
86	Cc1cc(OCC(N)=O)cc(C)c1Br	?
87	Cn1cc(CN2CCCC(C(=O)c3cccc(Cl)c3)C2)c(-c2ccccc2)n1 (centres undefined)	?
88	O=C1NC(=O)/C(=C\c2ccc(O)c(I)c2)N1	?
89	CCC(C)c1ccc(NC(=O)COC)cc1 (centres undefined)	i
90	C=CCSc1nnc2c(n1)OC(c1ccc(OC)c(O)c1)Nc1ccccc1-2 (centres undefined)	i

# Reformatted with each value named: entries from further up.
58. Cc1ccc(S(=O)(=O)N2CCSC2c2ccc(Br)cc2)cc1[N+](=O)[O-] (centres undefined)
  ST2 IL33 inh: ?
59. Fc1ccc(CN2CCc3ccccc3C2)c(F)c1
  ST2 IL33 inh: i
60. O=[N+]([O-])c1ccc(-c2nc(NCc3ccccc3)c3ccccc3n2)cc1
  ST2 IL33 inh: i
61. C=C(C)CC1NC2CC(C)(C)C1c1c(Br)cccc12 (centres undefined)
  ST2 IL33 inh: i

# (more compounds)
item	Compound	ST2 IL33 inh
91	O=C(Cc1ccccc1)Nc1cc(NC(=O)c2ccco2)ccc1Cl	?
92	Cc1ccc(NC(C)(C(=O)NCC(C)(C)CO)c2ccccc2)cc1 (centres undefined)	?
93	CCc1ocnc1C(=O)N1CCCC(C(=O)c2ccccn2)C1 (centres undefined)	i
94	CC1CC(C)CN(S(=O)(=O)c2cc(Br)cc3c2N(C(=O)C2CC2)CC3)C1 (centres undefined)	?
95	O=c1ccc2cc(O)c(O)cc2o1	i
96	CC(C)c1noc(CN2CCC(N3CCCC(C(=O)N4CCCC4)C3)CC2)n1 (centres undefined)	?
97	CCOC(=O)N1CCC(NC2CCN(c3ccc(NC(=O)Cc4cccc(Cl)c4)cc3)CC2)CC1	i
98	O=C(NCC1OCCc2ccccc21)C(=O)N1CCCC1 (centres undefined)	i
99	Cc1ccc(S(=O)(=O)N2CCN(c3nc(C)cc(N(C)C)n3)CC2)cc1	?
100	Nc1c(C(=O)Nc2ccccc2)sc2nc3c(cc12)CCCC3	?
101	O=C(c1cccc(F)c1)N1CCN=C1SCc1cccnc1	i
102	CSc1cccc(CN2CCCC(CNC(=O)c3cc4ccccc4[nH]3)C2)c1 (centres undefined)	?
103	COc1ccc(C2=NN(C(=O)CCC(=O)O)C(c3ccc(F)cc3)C2)cc1OC (centres undefined)	i
104	Cc1cccc(NC(=O)CSCc2ccc(Cl)cc2)c1C	i
105	CCN(CC)CCCNCc1c(Cl)cccc1Cl	i
106	Cc1ccc(OCC(=O)Nc2ccc3nn(-c4ccc(Cl)cc4)nc3c2)cc1	?
107	O=C(COc1ccc(Cl)cc1Cl)Nc1ccc(S(=O)(=O)N2CCc3ccccc32)cc1	i
108	COc1cc2c(cc1NC(=O)c1ccccc1Br)oc1ccccc12	?
109	COc1ccc(-c2noc([C@@H]3C[C@H](NC(=O)c4ccc(C#N)cc4)CN3C)n2)cc1	?
110	COC(=O)CNC(=O)NCCc1nc2cccnc2n1Cc1ccccc1	i
111	CC1=NN(c2ccc(Cl)c(Cl)c2)C(=O)/C1=C/c1ccc(Br)cc1	?
112	CCN(CC)CCNS(=O)(=O)c1ccc2[nH]cc(C(=O)O)c(=O)c2c1	i
113	COc1ccc(OC)c(C2CC(c3ccc(C)cc3)=NN2S(=O)(=O)c2ccccc2)c1 (centres undefined)	?
114	O=C1CCCc2cc(S(=O)(=O)N3CCCC3C(=O)N3CCOCC3)ccc2N1 (centres undefined)	i
115	CCCc1ncncc1C(=O)N1CCCC2(CNC(=O)O2)C1 (centres undefined)	i
116	Cc1cc(CN2C(=O)C(=O)c3ccccc32)c(C)cc1CN1C(=O)C(=O)c2ccccc21	i
117	CCCCNC(=O)c1cc(-c2ccc3c(c2)OCO3)on1	i
118	COc1ccc(Nc2cc(C)nc(N3CCN(S(=O)(=O)c4ccc(C)c(C)c4)CC3)n2)cc1	?
119	CCCSc1nsc(SCCC)c1C#N	i
120	N#Cc1cccc(-c2ccnc(N[C@H]3CO[C@H]4[C@@H]3OC[C@@H]4NC(=O)C3CCCCC3)n2)c1	i
121	Cn1c(=O)cc(SCC(=O)NCCCN2CCOCC2)c2ccc(Cl)cc21	i
122	CN(Cc1ccnc2ccccc12)C(=O)[C@@H]1CCCCN1	i
123	O=C(c1ccccc1)N(Cc1ccccc1)c1ccccn1	?
124	CN(C)[C@@H]1C[C@@H](CO)N(C(=O)c2cc(-c3cccnc3)nc3ccccc23)C1	i
125	C[C@H](c1ccc(F)cc1)n1c(CCN)n[nH]c1=O	?
126	COc1ccccc1C(=O)N/C(=C\c1ccc2c(c1)OCO2)C(=O)Nc1ccc(C(C)=O)cc1	?
127	Cc1nc(Cl)c([N+](=O)[O-])c(N2CCCC2)n1	i
128	CSc1ccc(C2SCC(=O)N2c2ccc(Br)cc2)cc1 (centres undefined)	?
129	CCN(CC)S(=O)(=O)c1ccc(NC(=O)c2cccc(S(=O)(=O)N3CCCC3)c2)cc1	i
130	Cc1nc(C(=O)NCC2(c3ccc(F)cc3)CCOC2)cs1 (centres undefined)	?
131	COc1ccc(NC(=O)C(NS(=O)(=O)c2ccc3c(c2)oc(=O)n3C)C(C)C)cc1 (centres undefined)	?
132	O=C(CCC1CCCN(C(=O)CSc2ccccc2)C1)Nc1ccc(C(F)(F)F)cc1 (centres undefined)	i
133	O=C1N=c2ccccc2=C1c1sc(Nc2ccc(Br)cc2)nc1O	40.0%*
134	CCc1ccc(NC(=O)CN2CCCN(Cc3ccccc3)S2(=O)=O)cc1	i
135	O=C(NCc1ccccc1Cl)c1ccc(NS(=O)(=O)c2ccccc2)cc1	i
136	NC(=O)CN1C(=O)CC(c2ccco2)Sc2ccccc21 (centres undefined)	i
137	CCN1CCN(C(c2ccccc2)c2sc3nc(C)nn3c2O)CC1 (centres undefined)	i
